PrPC surface inh: inhibitors of human cell surface prion protein PrPC, primary screen, cell-based, TR-FRET | Major prion protein (Homo sapiens), P04156 | TR-FRET read-out | inhibition, % at 13.8 µM | actives 0.43% (n = 370,000) | AID 720596, 2013; in the data active = inhibition above about 24%; also: 0% = median of the test wells and 100% = reference compound wells
PfHsp40 yeast: rescue of yeast from PfHsp40 toxicity, primary screen, S. cerevisiae, ATP luminescence | S. cerevisiae expressing PfHsp40, growth rescue | growth rescue, % at 12.5 µM | actives 0.68% (n = 340,000); in the data active = growth rescue above about 28%, passing the limit was not always enough; inconclusive = no clear call, values can overlap the other calls;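 also: yeast W303a lacking pdr1 and pdr3 grown in galactose medium; growth measured after three days at 30 °C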
Y pestis TopoI: Yersinia pestis topoisomerase I inhibitors, primary screen, biochemical, cleavage product accumulation, plate reader, single point | activity, % at 10 µM | Y. pestis Topo-I cleavage product accumulation | actives 0.064% (n = 360,000); in the data active = activity above about 50%, passing the limit was not always enough; inconclusive = no clear call, values can overlap the other calls; also: inactives centre near 2
BoNT F protease: BoNT/F light chain protease inhibitors, primary screen, biochemical, flow cytometry, MLPCN library; Botulinum neurotoxin type F light chain protease (Clostridium botulinum); Multiplex microsphere protease cleavage assay; inhibition, % at 10 µM; actives 0.22% (n = 360,000); in the data active = inhibition above about 35%, passing the limit was not always enough; inconclusive = no clear call, values can overlap the other calls; also: plate controls were buffer without enzyme for full effect and enzyme alone for no effect
FadD28 binding: inhibitors of FadD28 bisubstrate probe binding, primary screen, biochemical, fluorescence polarization, single point. Mycobacterium tuberculosis FadD28 fatty-acid-AMP ligase. inhibition, % at 12.5 µM. actives 0.22% (n = 360,000). AID 588549, 2011; in the data active = inhibition above about 8.5%, passing the limit was not always enough; inconclusive = no clear call, values can overlap the other calls
CCHF vOTU inh: CCHFV vOTU protease inhibitors, primary screen, biochemical, Pep-AMC substrate, fluorescence. Crimean-Congo hemorrhagic fever virus L polyprotein viral ovarian tumor (vOTU) protease …. inhibition, % at 11.5 µM. actives 0.55% (n = 370,000); in the data active = inhibition above about 30%; also: 0% = vehicle wells with enzyme and 100% = no enzyme wells
TcdB inh: TcdB glycohydrolase inhibitors, primary screen, biochemical, single point, plate reader. Toxin B (Clostridioides difficile), P18177. TcdB glycohydrolase enzymatic assay. inhibition, % at 9.99 µM. actives 0.24% (n = 350,000); in the data active = inhibition above about 10%
BoNT A protease: BoNT/A light chain protease inhibitors, primary screen, biochemical, flow cytometry, MLPCN library; Botulinum neurotoxin type A light chain protease (Clostridium botulinum A str. ATCC 3502); multiplex microsphere protease substrate cleavage; inhibition, % at 10 µM; actives 0.17% (n = 360,000); AID 588499, 2011; also: plate controls were buffer without enzyme for full effect and enzyme alone for no effect
Anthrax LF inh2: Bacillus anthracis LF protease inhibitors, primary screen, biochemical, multiplex microsphere, MLPCN library. Lethal factor (Bacillus anthracis), P15917. multiplex microsphere protease cleavage assay. inhibition, % at 10 µM. actives 0.12% (n = 360,000). AID 588501, 2011; also: plate controls were buffer without enzyme for full effect and enzyme alone for no effect
Target sequence (P15917 whole entry, looked up): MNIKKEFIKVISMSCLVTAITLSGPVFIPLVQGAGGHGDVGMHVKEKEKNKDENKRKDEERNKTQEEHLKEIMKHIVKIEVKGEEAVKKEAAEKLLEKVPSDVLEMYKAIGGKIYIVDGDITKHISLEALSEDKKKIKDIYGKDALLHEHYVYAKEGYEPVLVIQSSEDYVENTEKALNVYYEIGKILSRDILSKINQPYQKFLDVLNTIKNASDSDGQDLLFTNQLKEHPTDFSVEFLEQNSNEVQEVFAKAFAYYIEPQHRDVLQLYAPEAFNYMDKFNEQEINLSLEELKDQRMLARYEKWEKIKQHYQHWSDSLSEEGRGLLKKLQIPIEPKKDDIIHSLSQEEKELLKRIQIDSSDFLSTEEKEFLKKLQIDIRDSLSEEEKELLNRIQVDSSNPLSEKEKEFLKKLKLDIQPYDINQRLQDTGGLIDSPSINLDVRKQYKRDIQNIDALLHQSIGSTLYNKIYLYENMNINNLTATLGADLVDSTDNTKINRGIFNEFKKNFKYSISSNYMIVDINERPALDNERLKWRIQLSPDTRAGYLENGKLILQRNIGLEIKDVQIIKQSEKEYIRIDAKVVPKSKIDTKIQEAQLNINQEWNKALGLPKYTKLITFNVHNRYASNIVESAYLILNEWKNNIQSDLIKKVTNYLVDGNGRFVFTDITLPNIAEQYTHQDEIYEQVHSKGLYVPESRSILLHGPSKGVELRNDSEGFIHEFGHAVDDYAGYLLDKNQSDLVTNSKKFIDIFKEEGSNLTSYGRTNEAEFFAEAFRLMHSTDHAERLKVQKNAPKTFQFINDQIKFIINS
An asterisk follows results filed as active; ? = inconclusive; . = no result given. Rule as the data show it, unless noted: active = inhibition above about 30%; inconclusive = no clear call, values can overlap the other calls; inactive = below that.

#	compound	PrPC surface inh	PfHsp40 yeast	Y pestis TopoI	BoNT F protease	FadD28 binding	CCHF vOTU inh	TcdB inh	BoNT A protease	Anthrax LF inh2
1	CCn1c(SCc2ccc(C(=O)O)cc2)nnc1-c1ccc(Cl)cc1	1	-1.8	10	?	-2.7	-5	0.8	-1.7	-12
2	COc1cccc(N(C(=O)c2sc(C)nc2C)C(C(=O)NCC2CCCO2)c2ccccc2)c1 (stereo not given)	-3	0.8	3	-5	.	-1	0.2	-1.1	1
3	CC(C)(C)NS(=O)(=O)c1ccc(CCC(=O)O)cc1	-5	-0.8	0	-5	0.2	-4	.	0.3	-1
4	CC(Oc1ccc(C(C)(C)C)cc1)C(=O)NCC(c1ccco1)N1CCCC1 (stereo not given)	-1	-2.1	27	0	-1.2	25	0.2	2.4	0
5	COc1ccc(Cl)cc1-c1cc(C(=O)NC2CCCCC2)[nH]n1	2	.	8	-5	-5.3	-7	1.8	0.6	-2
6	CSCCCNC(=O)c1ccc(OC2CCN(C(=O)c3cccnc3)CC2)cc1	-2	1.3	1	0	-0.1	-3	0.7	0.3	-6
7	CCOc1ccc(NC(=O)C(=O)NCc2ccncc2)cc1	8	-2.2	-3	-6	-0.5	-7	-0.2	-0.2	-6
8	CCOc1ccc(C(=O)OC(C)CN2CCN(C)CC2)cc1 (stereo not given)	0	-0.4	-12	13	3.0	-12	2.2	3.8	-1
9	CNC(=O)C1CCC(=O)N1Cc1ccccc1Cl (stereo not given)	0	-0.9	3	-1	-0.2	-3	.	-0.3	-2
10	CC(=O)Nc1ccc(S(=O)(=O)N2CCC(NC(=O)C(Cc3cccc(F)c3)NC(C)=O)CC2)cc1 (stereo not given)	1	0.0	4	1	-3.2	8	-0.8	-1.3	-11
11	CCN(CC)C(=O)CSc1nnc(CCN)o1	7	0.0	5	-2	0.1	-2	.	-2.1	-2
12	CN(C)CCCNS(=O)(=O)c1ccc(N2CCN(Cc3ccc4c(c3)OCO4)CC2)c([N+](=O)[O-])c1	3	-0.9	-12	-2	1.7	4	0.0	-2.0	2
13	CCOc1nnc(C)c2c(C)n(-c3ccc(Cl)cc3)nc12	-1	-0.9	3	-2	-0.7	-5	.	-0.6	6
14	COc1ccc2oc(=O)c(C(=O)N3CCN(C(=O)c4ccccc4)CC3)cc2c1	4	-0.5	-8	-15	0.1	-51	-1.4	-5.3	-1
15	CCOc1ccc(S(=O)(=O)N2CCC(C(=O)NCc3ccco3)CC2)cc1C	1	1.9	15	-3	.	-2	-0.5	-2.1	-12
16	CCOC(=O)C1CCN(S(=O)(=O)c2ccc3c4c2CC(=O)N4CC(C)S3)CC1 (stereo not given)	-14	-1.9	6	-1	0.2	1	0.8	0.3	-7
17	CC(C)C(NC(=O)OCc1ccccc1)C(=O)NC1CCCCC1 (stereo not given)	-5	-1.7	-5	-3	-2.2	16	.	0.8	-1
18	O=C(N/N=C/c1sc(=O)[nH]c1-[n+]1ccccc1)c1ccccc1[O-]	-19	-0.1	0	0	-2.0	23	0.4	-0.9	0
19	COc1ccc(NS(=O)(=O)c2ccc(C(=O)N3CCN(c4ccc(F)cc4)CC3)cc2)cc1	5	-3.2	-8	2	-0.7	9	1.8	-0.4	-12
20	NC(=O)C1CCN(CC(=O)Nc2ccc3c(c2)OCCO3)CC1	-5	-1.4	4	-17	-0.3	2	0.3	-4.3	0
21	CN(C)/C=C1/C=C(c2ccccc2)OC1=O	-5	-0.6	1	-13	-0.9	-7	1.0	-1.0	-5
22	COc1cccc(N2CCN(C(=O)Cn3c(=O)oc4ccccc43)CC2)c1	10	3.4	0	-10	-0.9	11	-7.2	0.0	-14
23	CCC(Oc1ccccc1)C(=O)Nc1nnc(S(=O)(=O)N2CCCCC2)s1 (stereo not given)	4	-2.1	-4	3	-4.1	13	-3.7	-0.6	-1
24	CCOc1cc(C)c(-c2onc(C(F)(F)F)c2-c2csc(C)n2)c(O)c1	-1	-0.5	-4	1	-4.6	2	2.6	2.6	-8
25	COCCN1Cc2cccc(C(=O)Nc3cccc(OC)c3)c2C1=O	3	2.3	5	-3	-0.3	25	.	-0.7	-8
26	O=C(CNCCN1CCOCC1)Nc1ccccc1Sc1ccccc1	0	0.1	5	-7	-2.6	4	1.0	0.0	-1
27	Cc1cc(=O)[nH]c(SCC(=O)Nc2nc(-c3ccccc3)cs2)n1	8	0.1	-1	-3	0.7	12	.	0.1	-3
28	COc1cccc2[nH]c3c(N4CCC(C(N)=O)CC4)ncnc3c12	6	2.5	4	3	-1.6	-136	.	0.9	-1
29	CCCCc1nc2cc(C(=O)NCc3cc(C)n(C)n3)ccc2o1	1	0.1	12	1	0.0	19	-1.5	1.1	1
30	O=S(=O)(Nc1cc(Sc2ncn[nH]2)c(O)c2ccccc12)c1ccccc1	-2	24	-13	2	-0.9	105*	-6.3	1.3	-9

Shown in transposed form: part of the list above.
[20] NC(=O)C1CCN(CC(=O)Nc2ccc3c(c2)OCCO3)CC1
[8] CCOc1ccc(C(=O)OC(C)CN2CCN(C)CC2)cc1 (stereo not given)

assay / compound	20	8
PrPC surface inh	-5	0
PfHsp40 yeast	-1.4	-0.4
Y pestis TopoI	4	-12
BoNT F protease	-17	13
FadD28 binding	-0.3	3.0
CCHF vOTU inh	2	-12
TcdB inh	0.3	2.2
BoNT A protease	-4.3	3.8
Anthrax LF inh2	0	-1

Just Anthrax LF inh2, for some of the entries so far:
no.	canonical_smiles	Anthrax LF inh2
7	CCOc1ccc(NC(=O)C(=O)NCc2ccncc2)cc1	-6
8	CCOc1ccc(C(=O)OC(C)CN2CCN(C)CC2)cc1 (stereo not given)	-1
9	CNC(=O)C1CCC(=O)N1Cc1ccccc1Cl (stereo not given)	-2
10	CC(=O)Nc1ccc(S(=O)(=O)N2CCC(NC(=O)C(Cc3cccc(F)c3)NC(C)=O)CC2)cc1 (stereo not given)	-11
11	CCN(CC)C(=O)CSc1nnc(CCN)o1	-2
12	CN(C)CCCNS(=O)(=O)c1ccc(N2CCN(Cc3ccc4c(c3)OCO4)CC2)c([N+](=O)[O-])c1	2
13	CCOc1nnc(C)c2c(C)n(-c3ccc(Cl)cc3)nc12	6

Back to the main list with the 3 entries that preceded the break.
#	compound	PrPC surface inh	PfHsp40 yeast	Y pestis TopoI	BoNT F protease	FadD28 binding	CCHF vOTU inh	TcdB inh	BoNT A protease	Anthrax LF inh2
28	COc1cccc2[nH]c3c(N4CCC(C(N)=O)CC4)ncnc3c12	6	2.5	4	3	-1.6	-136	.	0.9	-1
29	CCCCc1nc2cc(C(=O)NCc3cc(C)n(C)n3)ccc2o1	1	0.1	12	1	0.0	19	-1.5	1.1	1
30	O=S(=O)(Nc1cc(Sc2ncn[nH]2)c(O)c2ccccc12)c1ccccc1	-2	24	-13	2	-0.9	105*	-6.3	1.3	-9
31	O=C(CSc1nnnn1C1CCCCC1)NNC(=O)c1ccco1	6	-0.7	-4	-8	-0.1	0	0.7	-0.2	-2
32	CSc1ccccc1NC(=O)C1CCCN(S(C)(=O)=O)C1 (stereo not given)	4	-0.2	1	?	-2.5	-11	1.1	-2.5	19
33	CCC(C)C(NC(=O)C1CCC(C)CC1)C(=O)NCc1ccco1 (stereo not given)	-1	-0.6	2	-7	-0.8	-7	1.2	0.9	-1
34	C/C(=N\NC(=O)Cn1nnc2ccccc21)c1ccco1	-5	-0.4	2	-1	-1.1	-6	-0.6	-0.6	2
35	O=C(CN1CCC(n2nnc3cc(F)ccc32)CC1)N1CCc2ccccc2C1	-6	-1.6	11	-4	-3.6	4	1.9	1.2	4
36	CCC1(C)Cc2ccccc2/C(=C/C(=O)N2CCCCC2)N1 (stereo not given)	0	-1.6	14	-4	-4.7	4	.	0.4	2
37	COc1ccccc1CN1CC(C(=O)NCc2cnn(C)c2)CCC1=O (stereo not given)	3	0.7	-5	3	-2.0	-10	-0.2	1.5	0
38	CCOc1ccc(NC(=S)N2CCCN(Cc3cccc(Cl)c3)C2)cc1	-5	-1.5	-6	.	-2.8	22	0.7	.	.
39	CC(C)(C)C(=O)Nc1ccc(C(=O)COC(=O)C2=COCCO2)cc1	-1	-0.8	3	8	0.2	5	-0.4	4.1	-1
40	O=S(=O)(c1cc(Cl)ccc1Br)N1CCOCC1	-5	-1.8	-9	14	-4.1	-2	.	0.5	1
41	CC(C)NC(=O)COC(=O)c1cc(F)c(F)cc1Cl	1	0.1	3	-6	-0.5	0	.	-0.5	-1
42	O=C(OC1Cn2c(=O)ccc(=O)n2C1)c1ccc([N+](=O)[O-])cc1	-11	-0.1	-5	-5	0.9	-13	0.1	-0.5	-1
43	Cc1ccccc1S(=O)(=O)Nc1nc2ccccc2nc1NCCO	8	-2.2	4	3	2.3	-13	0.7	0.2	0
44	CC(C)c1ccc(NC(=O)COc2ccccn2)cc1	1	-0.6	-1	-1	-1.4	-5	0.7	-0.4	-2
45	CCCc1nc2ccccc2c(=O)n1NC(=O)c1c(O)c2ccccc2n(C)c1=O	8	10	17	2	0.6	0	0.7	-0.4	0
46	CCOc1ccc(NC(=O)C2CC(=O)N(c3ccccc3F)C2)cc1 (stereo not given)	-1	-0.6	4	-2	.	-17	2.1	0.4	2
47	O=C(CNC(=O)c1ccco1)NNC(=O)c1cccc(Cl)c1	-1	-1.4	-4	-6	0.2	3	1.4	-0.7	-9
48	CCOC(=O)c1c(/N=C/c2ccc(C)cc2O)sc2c1CCC2	-7	-2.0	-2	5	-2.2	1	0.1	1.5	-1
49	O=C(c1cc(Br)ccc1Cl)N1CCN(c2ccccn2)CC1	10	15	19	?	1.4	6	0.1	-1.0	12
50	O=C(Nc1ccccc1)c1ccc(NCCc2ccccc2)c([N+](=O)[O-])c1	1	-0.3	4	-4	-1.1	-1	-0.5	0.3	2
51	O=C(c1ccco1)N1CCN(C(=O)c2[nH]c(C(F)(F)F)nc2-c2ccccc2)CC1	1	.	.	3	-3.5	-3	1.2	-0.9	0
52	COC(=O)c1cn(-c2ccccc2)nc1C(=O)OC	1	-1.6	-2	5	-1.5	-8	.	-0.7	?
53	CC12CCC(=O)N1C(C(=O)NCCc1ccc(S(N)(=O)=O)cc1)CS2 (stereo not given)	-6	-1.5	7	0	0.5	5	0.5	0.8	1
54	O=C(C1CCN(S(=O)(=O)c2cnc[nH]2)CC1)N1CCN(c2ncccn2)CC1	1	-0.7	-3	-22	-1.0	1	.	-0.6	-1
55	CC(C)NC(=O)CSc1nc2ccccc2n1-c1ccccc1	-2	?	9	-2	-0.4	-10	.	-0.4	1
56	Nc1ncnc2c1ncn2[C@@H]1O[C@H](COP(=O)(O)CP(=O)(O)O)[C@@H](O)[C@H]1O	11	-0.9	22	-7	-2.9	10	-1.6	-0.5	-2
57	Cc1noc(NS(=O)(=O)c2ccc(NC(=O)c3nn(-c4ccc(F)cc4)ccc3=O)cc2)c1C	0	-0.5	1	-5	-0.7	4	0.7	-1.7	-3
58	CCC(=O)Nc1ccc(NC(=O)CCc2ccccc2)cn1	0	-0.6	0	-12	-2.7	8	0.5	-18	-14
59	O=C1N[C@@H](Cc2ccccc2)C(=O)N2CCCC12 (stereo not given in full)	-2	-0.5	5	5	-1.5	13	1.2	0.3	1
60	O/N=C1/CC/C(=N\O)c2nn(-c3ccccc3)nc21	-6	0.3	5	7	-3.1	7	.	1.2	10
61	CCc1cc2c3c(c(=O)oc2cc1OCC(=O)OC)CCCC3	-7	-0.9	22	?	-5.9	-14	1.0	-0.8	-5

Compound activity (PubChem BioAssay)
